RAD54 branch = RAD54 (human) branch migration inhibition; AID 602329; inhibition, % at 10.4 µM; 360,000 compounds, 0.14% hits; RAD54 Holliday junction branch migration, FAM/BHQ fluorescence; Q92698;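 active = mean normalized replicate activity at least 40 and at least half of replicates scoring 40 or more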;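 note: 0% = median of neutral control wells and 100% = median of positive control wells; inhibitors cause a drop in the FAM fluorescence signal; in these data hits start at about 50%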
ERAP1 inh = inhibitors of human ERAP1 aminopeptidase; Q9NZ08; recombinant ERAP1, Leu-AMC fluorescence, 60 min; inhibition, % at 10.7 µM; 340,000 compounds, 0.15% hits;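 active = mean replicate inhibition of at least 30%, or all replicates individually reaching that 30% level; inactive = mean below 30% and not every replicate reaching it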;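 note: 0% = neutral control wells and 100% = L-leucinethiol positive control wells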
esBAF inh = blocks esBAF chromatin remodeling in mouse ES cells; Bmi1-luciferase knock-in reporter, 24 h; 100% = twice the neutral-well signal; reporter increase, % at 12.5 µM; 350,000 compounds, 2% hits; AID 602393; in the data active = activation above about 40%;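 note: 0% = median of the plate's neutral control wells and 100% = double that signal; a rise in the Bmi1 reporter signal indicates esBAF inhibition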
RAD52 inh = blocks human RAD52 DNA annealing; recombinant RAD52 DNA annealing, FRET fluorescence; inhibition, % at 18.7 µM; 360,000 compounds, 0.46% hits;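 active = every replicate showing at least 50% inhibition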
Target sequence (P43351 whole entry, looked up): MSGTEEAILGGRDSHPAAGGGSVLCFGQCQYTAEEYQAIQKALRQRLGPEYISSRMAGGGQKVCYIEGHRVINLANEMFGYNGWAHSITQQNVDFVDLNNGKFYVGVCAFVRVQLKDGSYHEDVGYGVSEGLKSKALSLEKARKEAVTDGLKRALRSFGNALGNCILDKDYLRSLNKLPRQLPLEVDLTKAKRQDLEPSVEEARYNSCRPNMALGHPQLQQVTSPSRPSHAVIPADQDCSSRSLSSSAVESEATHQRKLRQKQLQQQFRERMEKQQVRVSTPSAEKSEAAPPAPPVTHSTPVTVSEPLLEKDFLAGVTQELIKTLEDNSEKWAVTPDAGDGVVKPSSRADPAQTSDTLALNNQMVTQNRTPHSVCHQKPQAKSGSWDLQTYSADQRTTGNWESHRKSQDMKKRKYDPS
INS-1E GSIS act = GLuc luminescence reporter in INS-1E cells, primary screen for activators of glucose-dependent secretion of insulin; INS-1E GLuc reporter insulin secretion, 2-3 h; activation, % at 16.6 µM; 370,000 compounds, 0.61% hits; AID 743287;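 active = lowest replicate activation of at least 40%, so every replicate reaches that level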;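 note: 0% = median of neutral control wells and 100% = median of IBMX positive control wells; some compounds called inactive have numbers as strong as hits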
ARNT TACC3 PPI = ARNT/TACC3 interaction disruption. 390,000 compounds, 0.66% hits. AlphaScreen His-ARNT PAS-B/GST-TACC3 binding, luminescence; TACC3 fragment carries E629A point mutation. Q9Y6A5. inhibition, % at 9.99 µM;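 active = mean inhibition of replicates at least 50% and at least half of replicates each reaching 50%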;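 note: 0% = complete ARNT plus TACC3 wells and 100% = ARNT alone without TACC3; many hits fall short of the cut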
Xi reactivation = reactivates the inactive X chromosome in mouse fibroblasts; XiGFP mouse fibroblasts, % GFP-positive cells imaging, 3 d; cells co-treated with 5-aza-dC sensitizer; scaled so ellipticine positive control = 100%; activation, % at 7.58 µM; 360,000 compounds, 0.055% hits;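 active = mean normalized replicate activation at least 10% and every replicate at or above 10%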;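 note: 0% = median of on-plate neutral control wells and 100% = ellipticine 6 µM median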
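System: SV40-immortalized XiGFP fibroblast cells, line 68-5-11 / Incubation: 3-day compound exposure, then 15 min fixation at room temperature / Compound: single concentration per compound, delivered by pin transfer / Buffer or medium: DMEM plus 5-aza-dC sensitizer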
F508del corr = CFTR F508del correction in bronchial cells | AID 720511 | 350,000 compounds, 0.36% hits | activity (quench increase), % at 7.58 µM | CFBE cells, YFP halide quenching; stimulated with forskolin plus potentiator P3; % fluorescence drop versus neutral controls;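 active = mean added fluorescence quench of at least 8% versus neutral control, with both replicates also reaching 8%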;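 note: cells transiently co-express mutant CFTR-F508del with the halide-sensitive YFP; corrector assay measuring rescue of mutant channel to the surface after 24 h compound exposure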
The depositor's hits bear a star; . = not tested or not shown; & = joins results of further samples.

SMILES	RAD54 branch	ERAP1 inh	esBAF inh	RAD52 inh	INS-1E GSIS act	ARNT TACC3 PPI	Xi reactivation	F508del corr
COc1ccc(C(=O)NCCNC(=O)c2cnccn2)cc1	.	-2	-7	6	10	-1	0.0	2.1
Cc1ccc(S(=O)(=O)/N=C2/NC(=O)/C(=C/c3ccccc3)S2)cc1	.	-1	.	-16	-11	4	0.0	0.7
CN1C(=O)c2cc(NC(=O)NC3CCCC3)ccc2OC[C@@H]2O[C@@H](CC(=O)NC3CCC3)CC[C@@H]21	-3	1	-1	-2	6	-11	0.3	0.5
COc1ccc(S(=O)(=O)N2CCC(C(=O)NC(C)CCc3ccccc3)CC2)cc1 (configuration not stated)	-1	1	-3	-1	-11	8	0.0	0.4
C=CCOc1ccc(/C=N/NC(=O)CN2CCCCC2)cc1OC	4	0	-5	-7	3	11	0.0	-1.2
CCOc1nc2cnccc2n(CC(=O)Nc2c(C)cccc2CC)c1=O	-6	2	-5	-74	6	-2	0.1	-4.4
CCN(C(=O)COC(=O)C1CC1C)c1c(N)n(Cc2ccccc2)c(=O)[nH]c1=O (configuration not stated)	-15	-1	-8	-18	13	.	0.0	0.2
Cc1ccc(NC(=S)N(CCN(C)C)Cc2cccs2)c(C)c1	.	2	.	-23	-2	8	0.0	-1.3
CCS(=O)(=O)Nc1ccc(C2=NN(C(=O)c3ccco3)C(c3ccc(Cl)o3)C2)cc1 (configuration not stated)	7	-2	-1	-19	-4	-2	-0.2	6.8
Cc1ccc(C(=O)N2CCN(c3ccc(N4CCOCC4)nn3)CC2)cc1C	2	-2	.	-3	-4	-7	-0.1	-0.7
CC(=O)O[C@H]1C=C[C@@H](C#Cc2ccc(C(C)(C)C)cc2)O[C@@H]1COC(=O)Nc1ccccc1	.	-3	.	-35	.	.	0.1	-1.6
CC(=O)c1ccc(S(=O)(=O)N2CCN(C(=O)CSC(=S)N3CCCC3)CC2)cc1	.	3	.	-9	8	-2	0.0	1.8
CN1CCN(C(=O)C[C@@H]2C[C@@H]3c4cc(NS(C)(=O)=O)ccc4O[C@@H]3[C@H](CO)O2)CC1	1	0	2	-18	4	3	0.0	0.3
C[C@H](CO)N1C[C@H](C)[C@H](CN(C)S(=O)(=O)c2ccc(F)cc2)Oc2c(NC(=O)Nc3ccc(C(F)(F)F)cc3)cccc2C1=O	3	-1	-1	15	-6	10	-1.2	1.2
Cc1ccccc1NC(=O)CN1CCCC1	1	1	-2	-10	19	.	-0.1	-3.1
CCCNC(=O)NC[C@H]1[C@@H](c2ccc(C3=CCCC3)cc2)[C@@H](CO)N1C(C)=O	1	.	4	.	2	1	0.1	-1.1
CCCc1cc(N2CCC(C(N)=O)CC2)nc(-c2ccccc2)n1	.	6	.	-6	-15	-1	0.1	-0.9
Cc1ccc(C(=O)N2CCCCC2)cc1S(=O)(=O)N1CCCC1	8	-2	0	-11	5	-4	0.3	0.3
COC(=O)[C@@H]1[C@@H](C)N(Cc2ccccc2)C(=O)N[C@H]1c1cccc(C(F)(F)F)c1	-4	.	11	-6	-17	22	0.1	3.3
COc1cccc(-c2cn(CC[C@H]3CC[C@H](NC(=O)CN(C)C)[C@@H](CO)O3)nn2)c1	-3	-1	-8	-4	0	17	0.1	-1.7
COc1cccc(C(=O)NCCS(=O)(=O)N(C)C2CCCCC2)c1	-4	1	2	-11	-9	-8	-0.1	-2.9
CN1C(=O)c2cc(NC(=O)C3CC3)ccc2OC[C@H]2O[C@@H](CC(=O)Nc3ccccc3F)CC[C@@H]21	.	-1	.	5	0	.	0.2	2.0
C[C@@H]1CN([C@H](C)CO)S(=O)(=O)c2ccc(C#CCN(C)C)cc2O[C@@H]1CN(C)C	-12	-3	1	12	14	3	-1.4	-0.2
CCOC(=O)C1CCN(C(=O)CN2C(=O)c3ccccc3Sc3ncccc32)CC1	5	0	-3	-4	-5	-7	0.0	-0.1
CNC(=S)Nc1cccc(-c2cnc3ccccc3n2)c1	5	-3	11	-6	20	-9	0.3	-2.8
SMILES	RAD54 branch	ERAP1 inh	esBAF inh	RAD52 inh	INS-1E GSIS act	ARNT TACC3 PPI	Xi reactivation	F508del corr
C/C(=C\c1ccccc1)C(=O)NCCCn1ccnc1	.	-3	-2	-1	4	6	0.0	0.2
CC(C)NC(=O)Nc1ccc2c(c1)C(=O)N([C@@H](C)CO)C[C@@H](C)[C@H](CN(C)C(=O)Cc1ccccc1)OCCCC[C@@H](C)O2	3	-1	.	3	-20	1	0.1	-0.7
C/C(=N\NC(=O)CNC(=O)C1COc2ccccc2O1)c1ccco1 (configuration not stated)	-13	-1	1	-7	-1	-17	-0.1	-3.9
O=C(O)c1ccc(S(=O)(=O)c2ccccc2)s1	-9	-3	.	-3	.	-5	0.1	-0.9
CCC(=O)N1CC2(C1)[C@H](c1ccccc1)[C@@H](CO)N2Cc1ccccc1OC	.	0	.	-3	5	.	0.2	-1.5
CS(=O)(=O)N1N=C(c2cccs2)CC1c1ccco1 (configuration not stated)	4	-8	6	-18	.	2	-0.1	-3.8
CC(C)CC#Cc1cnc2c(c1)C(=O)N([C@@H](C)CO)C[C@@H](C)[C@H](CN(C)C(=O)CCN1CCCCC1)O2	12	2	-3	21	-13	1	-0.3	0.3
CC(C)(C)c1cccc(P(=O)(c2ccccc2)c2ccccc2)c1O	.	-1	.	-8	6	-1	0.0	1.9
Cc1cc(N2CCN(C(C(=O)NC3CCCC3)c3ccco3)CC2)c2ccccc2n1 (configuration not stated)	.	2	.	11	8	.	0.1	-1.7
CN1C(=O)c2cc(NC(=O)C3CCC3)ccc2OC[C@H]2O[C@H](CC(=O)NCc3ccccc3F)CC[C@H]21	.	0	.	8	-6	.	0.1	-0.9
N/C(=N\OC(=O)COc1ccc(Cl)cc1)c1cccnc1	0	-3	.	4	-7	-4	0.1	1.4
COc1cc(NC(=O)C2CCCO2)c(OC)cc1Cl (configuration not stated)	12	.	-7	.	10	-4	.	.
C=CCOc1ccc2c(c1)c(=O)cc(C(=O)O)n2CC	-5	2	4	-12	.	8	0.1	1.6
CCc1nc(SCc2ccc([N+](=O)[O-])cc2)n[nH]1	-1	3	18	-4	1	5	0.1	.
O=C(CSCc1ccco1)NC1CCCC1	.	-1	.	-6	-22	0	-0.1	.
Cc1nc2ccc(S(=O)(=O)NCC(=O)NCCc3ccc(Cl)cc3)cc2s1	-5	-1	6	1	9	-4	-0.2	0.9
CCCN1CCC(=O)N([C@H](CN=[N+]=[N-])CC(C)C)CC1	-20	2	5	-18	.	12	0.0	2.1
CC(C)CNC(=O)COC(=O)c1ccccc1SCC(=O)NCC(C)C	1	-4	.	-11	-5	-3	0.0	-1.8
O=C(CNC1CCCC1)Nc1ccc(S(=O)(=O)N2CCCCC2)cc1	-3	3	-4	-11	-2	-6	0.2	1.0
CN(C)C(=O)c1cccc(-c2ccc([C@@H]3[C@@H](CO)N4CCCCN(CC5CCOCC5)C[C@@H]34)cc2)c1	-2	0	3	24	7	0	0.1	1.7
COc1ccccc1NS(=O)(=O)c1cccc(NC(=O)Nc2ccccc2)c1	8	1	.	5	-7	30	0.0	2.9
Cc1nnc(SCc2ccccc2)n1CC1CCCO1 (configuration not stated)	-2	.	-6	.	12	-6	.	.
CCOC(=O)c1sc(NC(=O)CC)c(C#N)c1C	-2	.	5	-5	11	-7	0.1	0.8
CC1CCCCN1C(=O)c1ccc(Br)o1 (configuration not stated)	1	2	.	-11	7	-3	-0.1	-0.1
O=c1[nH]nc(C(F)(F)F)c2nnn(Cc3ccccc3Cl)c12	-7	-6	-3	-14	2	1	0.1	0.8
SMILES	RAD54 branch	ERAP1 inh	esBAF inh	RAD52 inh	INS-1E GSIS act	ARNT TACC3 PPI	Xi reactivation	F508del corr
C=CCOC(=O)c1sc(NC(=O)c2ccc(OC)cc2)nc1C	.	0	.	-23	15	-8	0.1	1.2
CC(=O)N1CC2(C1)[C@H](c1ccc(-c3ccccc3C)cc1)[C@H](CO)N2C(=O)CC1CC1	.	0	.	-3	-12	.	0.0	0.0
CCN(CC)CC(=O)NC1CCCc2c1cnn2-c1cc(F)cc(F)c1 (configuration not stated)	2	1	12	-22	-2	1	0.0	2.7
CC1Cc2ccccc2N1S(=O)(=O)c1cccc(C(=O)N2CC(=O)Nc3ccccc32)c1 (configuration not stated)	-4	.	.	-17	-15	-2	.	-1.1
O=C(Cc1n[nH]c(=O)c2ccccc12)Nc1cccc(S(=O)(=O)N2CCCC2)c1	0	.	-3	-29	13	-2	0.1	6.7
CCNC(=S)NNC(=O)c1ccc(OC(F)F)cc1	1	.	3	.	2	4	.	.
COc1ccc([Si](C)(C)[C@H]2[C@H](CCO)O[C@@]3(C(=O)N(Cc4cccc(NC(=O)[C@H](C)O)c4)c4ccccc43)[C@@H]2C)cc1	10	1	.	3	.	17	.	0.5
CNNC(=O)C(=O)NNS(=O)(=O)c1ccccc1	6	2	.	-4	-1	0	0.1	2.1
CO[C@H]1CN(C)C(=O)c2ccc(NC(C)=O)cc2OC[C@@H](C)N(C(=O)c2cccnc2)C[C@@H]1C	-7	2	-1	-12	1	-5	0.9	-1.1
CCN(CC(=O)Nc1c(F)cccc1F)C(=O)CCCOc1ccccc1	-1	0	-5	-8	-4	1	0.4	-1.6
CC1(C)C2CCC1(C)C1(C2)NC(=O)c2ccccc2O1 (configuration not stated)	.	-3	.	-6	5	2	0.0	-0.9
CO[C@@H]1CN(C)C(=O)c2cc(NC(=O)Nc3ccccc3)ccc2OC[C@H](C)N(CC2CC2)C[C@@H]1C	-1	-1	21	5	-9	-3	0.3	2.1
CC(=O)NC(c1ccc(F)c(F)c1)c1nc(-c2ccccc2)cs1 (configuration not stated)	8	1	7	-3	-21	.	0.2	-0.9
COc1cccc(-c2ccc([C@@H]3[C@H]4CN(C(=O)c5ccc(F)cc5)CCCCN4[C@H]3CO)cc2)c1	22	-1	-6	-2	-13	-4	0.0	-1.0
O=C(NC1=NCCS1)c1cccc(F)c1	-8	1	.	-8	6	.	0.3	-0.1
Cc1ccc2nc(SCC(=O)N(CC(C)C)c3c(N)n(Cc4ccccc4)c(=O)[nH]c3=O)[nH]c2c1	1	.	.	-15	-28	3	0.4	0.4
O=C(CSc1nc2[nH]c(=O)cc(O)c2s1)Nc1cccc(Br)c1	0	-15	-3	-24	3	0	0.2	5.7
C[C@H](CO)N1C[C@H](C)[C@@H](CN(C)S(C)(=O)=O)Oc2c(NC(=O)Nc3ccc(C(F)(F)F)cc3)cccc2C1=O	-10&-2	-2	10&11	1&3	-5&-23	-5&6	-0.7&1.4	1.7&-0.8
O=C1C=C(c2ccc(O)cc2)C[C@@H](c2ccc(Cl)cc2)C1	0	-4	-6	-9	-7	-2	-0.1	-2.4
O=C(CNc1ccc(Br)cc1)NC(=O)NC1CCCCC1	7	1	-3	0	-24	9	0.0	4.8
CCn1c(SCC(=O)c2ccccc2)nc2sc3c(c2c1=O)CCN(C)C3	17	7	.	23	14	-14	0.2	1.5
CCOC(=O)C1=CCN(S(=O)(=O)c2ccccc2Br)C1c1ccc(Cl)cc1 (configuration not stated)	.	.	.	-5	8	.	-0.1	3.3
O=C1CCC(C(=O)N2CCN(c3cnccn3)CC2)CN1CCc1cccc(F)c1 (configuration not stated)	7	1	4	-6	-5	.	0.5	-1.1

Ordered by heavy-atom count (descending): some entries from above
SMILES	RAD54 branch	ERAP1 inh	esBAF inh	RAD52 inh	INS-1E GSIS act	ARNT TACC3 PPI	Xi reactivation	F508del corr
COc1ccc(S(=O)(=O)N2CCC(C(=O)NC(C)CCc3ccccc3)CC2)cc1 (configuration not stated)	-1	1	-3	-1	-11	8	0.0	0.4
Cc1ccc(C(=O)N2CCCCC2)cc1S(=O)(=O)N1CCCC1	8	-2	0	-11	5	-4	0.3	0.3
O=C(O)c1ccc(S(=O)(=O)c2ccccc2)s1	-9	-3	.	-3	.	-5	0.1	-0.9

High-throughput results deposited in PubChem by Broad Institute.
